# Mtb UGM inh: blocks M. tuberculosis UGM enzyme; P9WIQ1; purified UGM, fluorescence polarization probe displacement; inhibition, % at 10 µM; 0.06% of 320,000 active; in the data active means inhibition above about 10%, passing the limit was not always enough; inconclusive means no clear call, values can overlap the other calls
# Target sequence (P9WIQ1 whole entry, looked up): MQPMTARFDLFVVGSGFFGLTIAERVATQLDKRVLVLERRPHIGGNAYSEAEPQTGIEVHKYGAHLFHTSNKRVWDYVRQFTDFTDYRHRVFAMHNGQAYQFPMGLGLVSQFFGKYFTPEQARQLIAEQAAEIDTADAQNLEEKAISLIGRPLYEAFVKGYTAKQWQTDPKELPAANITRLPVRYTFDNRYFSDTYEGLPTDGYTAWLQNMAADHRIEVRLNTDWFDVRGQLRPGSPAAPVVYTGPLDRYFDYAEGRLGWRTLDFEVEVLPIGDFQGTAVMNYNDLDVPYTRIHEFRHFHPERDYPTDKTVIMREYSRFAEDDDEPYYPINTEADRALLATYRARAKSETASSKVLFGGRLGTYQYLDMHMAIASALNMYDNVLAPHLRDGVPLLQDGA
# FBA Mtb inh: inhibitors of M. tuberculosis fructose-bisphosphate aldolase; P9WQA3; purified M. tuberculosis FBA, fluorescence read-out; inhibition, % at 1 µM; 2.3% of 360,000 active; AID 588726; in the data active means inhibition above about 27%;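 further: 0% = vehicle and 100% = reference inhibitor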
# Target sequence (P9WQA3 whole entry, looked up): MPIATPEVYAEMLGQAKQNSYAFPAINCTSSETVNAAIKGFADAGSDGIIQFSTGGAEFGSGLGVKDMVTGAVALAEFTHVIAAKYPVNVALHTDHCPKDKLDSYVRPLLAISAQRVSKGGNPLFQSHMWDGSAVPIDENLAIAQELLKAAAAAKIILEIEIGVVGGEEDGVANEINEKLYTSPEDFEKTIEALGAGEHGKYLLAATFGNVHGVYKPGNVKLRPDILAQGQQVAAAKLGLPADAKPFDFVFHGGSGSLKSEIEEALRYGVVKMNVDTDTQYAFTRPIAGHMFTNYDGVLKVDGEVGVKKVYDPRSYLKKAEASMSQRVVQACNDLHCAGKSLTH
# Mtb BioA inh: BioA (M. tuberculosis) enzyme inhibition; purified M. tuberculosis BioA enzyme, plate reader; inhibition, % at 9.99 µM; 0.096% of 360,000 active; in the data active means inhibition above about 40%; inconclusive means no clear call, values can overlap the other calls
# BoNT A protease: inhibitors of Botulinum neurotoxin A light chain protease | 0.17% of 360,000 active | multiplex microsphere protease substrate cleavage, flow cytometry | inhibition, % at 10 µM; further: plate controls were buffer without enzyme for full effect and enzyme alone for no effect
# PfHsp40 rescue: compounds rescuing yeast from Plasmodium falciparum HSP40 toxicity | S. cerevisiae expressing PfHsp40, growth rescue, ATP luminescence | growth rescue, % at 12.5 µM | 0.68% of 340,000 active; in the data active means growth rescue above about 28%, passing the limit was not always enough; inconclusive means no clear call, values can overlap the other calls;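 further: yeast W303a lacking pdr1 and pdr3 grown in galactose medium; growth measured after three days at 30 °C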
# Anthrax LF prot: blocks Bacillus anthracis lethal factor protease; 0.12% of 360,000 active; P15917; multiplex microsphere protease cleavage assay, LF; inhibition, % at 10 µM; AID 588501; further: plate controls were buffer without enzyme for full effect and enzyme alone for no effect
# FadD28 FP inh: blocks FadD28 binding to the bisubstrate probe; fluorescence polarization; inhibition, % at 12.5 µM; 0.22% of 360,000 active; in the data active means inhibition above about 8.5%, passing the limit was not always enough; inconclusive means no clear call, values can overlap the other calls
# BoNT F protease: inhibitors of Botulinum neurotoxin F light chain protease; 0.22% of 360,000 active; AID 588497; inhibition, % at 10 µM; Multiplex microsphere protease cleavage assay, flow cytometry; in the data active means inhibition above about 35%, passing the limit was not always enough; inconclusive means no clear call, values can overlap the other calls; further: plate controls were buffer without enzyme for full effect and enzyme alone for no effect
# GDH-TPI inh: counter-screen for M. tuberculosis FBA inhibitors: GDH-TPI coupled enzymes. 1.2% of 360,000 active. inhibition, % at 4.8 µM. AID 588335. GDH-TPI coupled enzyme counterscreen, NADH absorbance; in the data active means inhibition above about 30%;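 further: 0% = DMSO wells and 100% = wells lacking the enzyme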
# The depositor's hits bear a star; ? = inconclusive; . = not tested or not shown; & = joins results of further samples. Unless noted, no stated cut-off is given here; in the data, active means inhibition above about 30%; inconclusive means no clear call, values can overlap the other calls; inactive means below that. The order is random. About 4.7% of those tested had a hit in this group.
SMILES,Mtb UGM inh,FBA Mtb inh,Mtb BioA inh,BoNT A protease,PfHsp40 rescue,Anthrax LF prot,FadD28 FP inh,BoNT F protease,GDH-TPI inh
Cc1cc(=O)oc2cc(NC(=O)c3cccc(Br)c3)ccc12,0.4,1,-3.5,-0.7,-0.5,-2,-1.5,-1,16
Cc1ccc2c(c1)N(CC(=O)NCC(C)c1ccccc1)C(=O)c1cccnc1O2 (configuration not stated),-0.6,0,-0.2,-1.3,1.0,-2,-0.9,-9,-1
O=C(CCN1CCCO1)N1CCCC(N2CCN(c3cccc(C(F)(F)F)c3)CC2)C1 (configuration not stated),0.5,1,-0.3,-0.7,-0.6,2,-0.4,-9,3
CC(C)CC1NC(=O)c2cc3ccccc3cc2-n2c1nc1ccc(Cl)cc1c2=O (configuration not stated),.,2,-0.1,-0.7,.,-8,-1.7,-5,0
C[C@H](NC(=O)c1cc2cc(Cl)ccc2n1C)C(=O)N[C@@H](Cc1ccccc1)C(=O)O,-2.8,12,-1.3,-3.4,-0.3,10,-1.3,-13,3
O=C(COC(=O)c1cccc([N+](=O)[O-])c1)NCc1ccc2c(c1)OCO2,2.3,2,-1.0,1.0,-0.1,-2,-2.0,0,-6
Cn1ncc2c(NNC(=O)C3CCCCC3)ncnc21,1.3,-1,.,-1.1,-1.5,2,0.2,-2,-1
Cc1ccc(S(=O)(=O)NC(CCC(N)=O)C(=O)NCc2ccc3c(c2)OCO3)c(C)c1 (configuration not stated),.,1,-1.6,?,1.7,?,0.6,?,9
O=C(Nc1nc2ccccc2s1)c1cccc(S(=O)(=O)N2CCc3ccccc32)c1,1.8,-2,-0.8,-1.0,0.4,-6,-1.0,-7,14
NC(=O)c1c(NC(=O)CSc2nnc(-c3ccccc3)n2CC2CCCO2)sc2c1CCC2 (configuration not stated),5.4,2,1.1,-0.6,0.9,-4,-2.8,-6,19
O=C(NCCc1ccccc1)c1cccc(NC(=O)C2CC2)c1,.,1,-0.2,-0.4,-1.8,0,-1.8,-7,10
CCc1nc(NC(=O)NS(=O)(=O)c2ccccc2C(=O)OC)nc(OC)n1,2.6,-1,.,-0.4,-1.4,1,0.3,-2,6
N#CCCN(C(=O)CSc1nc(-c2ccccc2)cn1N)c1ccc(F)cc1,-1.1,1,0.7,0.4,-1.0,-1,-3.1,0,-5
CN(C)c1ccc(C(CNC(=O)COc2ccc(Cl)cc2)N2CCCC2)cc1 (configuration not stated),1.0,4,0.2,-0.2,0.1,-3,-0.2,1,14
O=C(Cc1ccc([N+](=O)[O-])cc1)Nc1cccc(C(=O)N2CCCC2)c1,-0.8,0,2.1,1.3,-0.3,5,0.0,-1,9
CN(Cc1ccc(Br)cc1)C(=O)CCN1C(=O)c2cccc([N+](=O)[O-])c2C1=O,-0.9,3,-2.2,-1.0,1.0,1,-1.2,-6,-5
O=C(CSc1nnc(COc2ccccc2F)n1-c1ccccc1)NC1CCS(=O)(=O)C1 (configuration not stated),-0.5,0,.,0.2,0.1,0,-0.2,-2,0
C[C@@H]1NC(=O)[C@H](CCCN=C(N)N)NC(=O)c2cc([N+](=O)[O-])cc(I)c2NCCC[C@@H](C(N)=O)NC1=O,3.5,5,-0.9,1.0,-1.1,-1,0.2,-9,23
O=C(Nc1cccc(F)c1)c1sc(Cl)nc1-c1ccccc1,-0.2,-2,-1.2,1.1,3.8,-1,-5.3,0,2
CCNc1nc(NC(C)C)nc(Oc2ccc(OCCOc3ccc(C)cc3)nn2)n1,-3.7,2,0.8,-0.1,0.8,-2,-1.7,4,0
Cc1c(C(=O)O)oc2c1C(O)CC(C)(C)C2 (configuration not stated),-1.0&1.7,2&1,-1.2&0.1,-1.0&0.2,0.8&-0.4,-2&-1,-0.2&-0.1,-2&11,5&1
Cc1ccc(C(OC(=O)c2ccco2)C(=O)NC2CCCC2)cc1 (configuration not stated),-0.1,2,.,0.4,-0.5,3,-2.0,-13,-1
O=C(C1=C(O)C(=O)N(CCN2CCOCC2)C1c1ccc([N+](=O)[O-])cc1)c1cccs1 (configuration not stated),-1.3,-2,0.1,-3.1,0.0,-5,-0.1,0,17
O=C(c1[nH]nc2c1CCc1ccccc1-2)N1CCN(Cc2ccc3c(c2)OCO3)CC1,2.9,-1,0.7,0.4,1.7,-2,-2.6,1,-7
COc1ccc(NC(=O)c2ccccc2-c2ccccc2)cc1,-1.7,-1,.,-0.6,-2.3,-8,-3.0,-4,4
# More results.
SMILES,Mtb UGM inh,FBA Mtb inh,Mtb BioA inh,BoNT A protease,PfHsp40 rescue,Anthrax LF prot,FadD28 FP inh,BoNT F protease,GDH-TPI inh
COc1ccc(C2c3c(c(C)c(C)oc3=O)Oc3c(C)c(C)oc(=O)c32)cc1,1.4,-2,-1.6,0.3,-0.8,3,-1.9,4,1
CCOC(=O)C1CCCN(C(=O)c2ccc(S(=O)(=O)Nc3ccccc3OC)cc2)C1 (configuration not stated),0.4,-4,2.7,0.9,-0.1,-7,.,0,-3
CCNC(=O)N(C)c1c(CC)nc2ccc(C(=O)N3CCN(S(=O)(=O)CC)CC3)cn12,.,-3,-1.5,-1.0,.,-2,-2.6,-2,-4
O=C(COC(=O)C(c1ccccc1)c1ccccc1)NCc1ccco1,2.4,1,.,-0.3,1.0,2,-0.9,-6,2
CCOC(=O)c1cccc(NC(=O)c2ccc(NC(=O)C3CCCO3)cc2)c1 (configuration not stated),3.3,2,3.2,3.6,2.0,-6,-2.5,-1,-1
Cc1ccnc(NS(=O)(=O)c2ccc(NC(=O)c3oc4ccc(F)cc4c3C)cc2)n1,1.5,2,4.0,1.7,0.1,-3,-3.7,7,10
CCOc1ccc(S(=O)(=O)N2CCN(Cc3ccco3)CC2)cc1,-4.0,-3,0.2,-0.6,0.4,0,-2.3,-9,1
CCOc1ccc2[nH]c(=O)c(CN(Cc3cccs3)Cc3nnnn3C(C)(C)CC)cc2c1,-0.3,5,0.2,0.6,0.2,2,-0.3,-4,8
CCOC(=O)c1c(/N=C/C2C(=O)CC(C)(C)CC2=O)sc(C)c1C,.,1,-3.3,-0.1,-2.2,2,-5.6,1,-2
O=C(NCc1ccccc1Cl)C1CCC(=O)N(C2CC2)C1 (configuration not stated),-1.3,0,-1.6,-1.1,-0.7,4,-0.8,4,-1
CCc1ccc(Nc2n[n+](-c3ccccc3)c(-c3ccc(OC)c(Br)c3)s2)cc1,0.6,3,0.7,0.1,1.2,6,-3.2,-3,5
CCOc1ncccc1C(=O)N1CCN(c2cc(Cl)ccc2C)CC1,2.4,2,.,-1.8,-0.7,0,-5.2,-10,-5
COc1ccc(-c2ncncc2-c2csc(C)n2)c(O)c1OC,-3.9,-1,.,0.0,2.0,1,-1.7,-5,11
Cc1cccc(-n2c(Cc3cc(=O)[nH]c(=O)[nH]3)nnc2SCC(=O)N2CCc3ccccc32)c1,2.0,-2,-1.5,2.0,-0.7,0,1.7,0,7
CC(C)(C)NC1=CC(=O)OC12CCCCC2,5.0,-4,2.7,1.2,-1.3,-2,-2.4,0,-9
CCOc1ccccc1OCCCC(=O)Nc1nc2ccccc2[nH]1,-2.0,1,.,-1.0,0.4,-1,-2.5,-1,2
Cn1cnnc1SC1c2cccc3cccc(c23)C1NS(=O)(=O)c1ccccc1 (configuration not stated),-1.4,-1,0.3,0.3,0.5,-3,-2.9,-3,1
COc1ccc(CNC(=O)Cn2cccc2C(=O)c2ccccc2C)cc1,-3.3,2,-1.1,2.3,1.0,-2,-2.9,9,9
CNc1nc(-c2ccccn2)nnc1-c1ccccc1,-0.5,1,-0.1,-2.9,17,-1,-0.9,-35,5
COc1ccccc1OCC(=O)N/N=C1/C=C(C)CC1,-1.6,-1,.,-0.4,1.3,-5,0.3,2,-6
CC(=O)SCC(C)C(=O)NCc1ccccc1 (configuration not stated),0.3,1,0.8,-0.8,0.1,1,-0.9,-9,-4
CCOc1ccc2nc(NC(=O)CSCC(=O)Nc3cc(C)on3)sc2c1,-0.4,2,-1.7,0.1,-0.4,-2,0.4,-4,5
CCOc1ccc(NS(=O)(=O)c2ccc(NC(=S)NC(=O)CC(C)C)cc2)cc1,-1.8,1,.,0.0,10,-2,-1.5,-2,6
COc1ccc(NC(=O)c2ccccc2C)cc1,-0.7,1,4.3,3.6,-0.5,-1,-1.7,?,-1
O=C(CSc1ccccn1)NCc1ccc2c(c1)OCO2,-0.1,1,.,-0.4,-0.8,-2,-0.5,-1,8
# (next part)
SMILES,Mtb UGM inh,FBA Mtb inh,Mtb BioA inh,BoNT A protease,PfHsp40 rescue,Anthrax LF prot,FadD28 FP inh,BoNT F protease,GDH-TPI inh
N#Cc1ccc(-c2csc(NC(=O)C3CC3)n2)cc1,0.4,50*,-1.9,-0.1,-0.2,-3,-1.6,8,5
CCNc1nc(OC)nc(SCC(N)=O)n1,-1.4,-2,-1.8,-0.9,-1.1,-2,1.0,-17,0
N#C/C(=C\c1ccc([N+](=O)[O-])cc1)C(=O)Nc1ccccc1O,-1.4,-1,.,-0.5,-0.7,-1,-0.8,-4,3
COc1ccc(C(CC(=O)O)NC(=O)Nc2ccccc2)cc1OC (configuration not stated),4.3,2,1.5,-0.2,-1.0,-6,-0.2,-10,-4
COc1ccc(C2=NN(c3nc(-c4ccccc4)c(CC(=O)O)s3)C(c3ccco3)C2)cc1 (configuration not stated),3.4,9,0.3,24,0.9,13,-1.9,13,21
Cc1ccc(S(=O)(=O)N2CCN(C(=O)CSc3nnnn3C)CC2)c(C)c1,-4.0,-2,.,-1.0,-0.5,-3,-1.0,-11,3
COc1cc(NC(=O)c2cnc(N)s2)cc(C(=O)Nc2cccc(C(F)(F)F)c2)c1,-0.7,-2,0.4,-0.5,.,4,-5.3,-2,8
Cc1cccc(NC(=S)NNC(=O)c2csc3c2CCCC3)c1,-0.8,4,0.0,-4.1,141*,-2,0.9,-6,13
CCOCCCNC(=O)C1CC(=O)N(CCc2ccccc2)C1 (configuration not stated),-0.7,-2,-0.1,-4.7,-0.3,-7,-3.6,-13,-4
Cc1ccc(S(=O)(=O)NC(=O)NN2CC3CCCC3C2)cc1 (configuration not stated),1.6,2,-2.2,-3.9,-1.3,-11,0.6,-35,4
COc1ccc(CCNS(=O)(=O)c2ccc3c(c2)NC(=O)CCS3)cc1OC,-0.3,2,-10,0.7,-0.2,-2,-0.2,1,6
CS(=O)(=O)N1CCN(c2ccccc2NC(=O)C(c2ccccc2)c2ccccc2)CC1,0.7,-2,2.6,-1.1,-0.2,-2,-1.9,-10,-6
CCc1ccccc1NC(=O)c1ccccc1N1C(=O)C2C3C=CC(C3)C2C1=O (configuration not stated),-1.3,-3,-2.4,0.9,-2.1,3,-2.8,-5,-7
CN(Cc1cnn(C)c1)C(=O)C1CCC(=O)N(Cc2cccc(F)c2)C1 (configuration not stated),-0.2,1,1.7,0.5,-0.5,-3,-4.1,0,-2
CCN1CNC(=S)N(c2cccc(C)c2C)C1,3.6,-1,-0.8,?,1.5,-2,-3.5,-3,-11
Nc1ccc2c(c1)C(=O)c1cc(Cl)c(Cl)cc1-2,.,-1,-3.8,-0.3,-0.6,-2,-0.4,-9,7
